Bioassay records deposited in PubChem BioAssay by National Center for Advancing Translational Sciences (NCATS).
PKM2 activator – activators of human pyruvate kinase M2; AID 1631; purified PKM2, Kinase-Glo ATP luminescence, activation; response scale: 0% is enzyme alone, no compound; P14618; actives 0.34% (n = 260,000); Potency, µM (highest dose often 57.5 µM), without a hit: at the top dose activation, hits mostly activators; note: potency is the fitted concentration of half-maximal effect; % is set by controls: 0 for no effect and ±100 for the full control effect; nearly all actives have a fitted effect of over 55% in size
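Kinase-Glo luminescence reports ATP generated from ADP (0.1 mM) and PEP (0.5 mM) by purified hPK-M2 after 1 h at room temperature, pH 7.2 imidazole buffer; intermediate enzyme activity allows detecting inhibitors and activators.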
hERG WT inh – inhibitors of human wildtype KCNH2 potassium channel | AID 720551 | actives 0.37% (n = 340,000) | activity change, % at 1.84 µM | U2OS, BacMam KCNH2, thallium flux FluxOr; active compounds read low;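 active = maximum activity change below -70%; inconclusive = maximum activity change between -70% and -50%; inactive = maximum activity change above -50%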; note: % is set by controls: 0 for no effect and ±100 for the full control effect
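U2OS cells transduced with wild-type KCNH2 virus are loaded with FluxOr dye for 45 min, and thallium flux is measured in kinetic reads before and after stimulation buffer. Rate constants are normalized to DMSO controls.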
KCNH2 3.1 inh – blocks the human KCNH2 3.1 channel isoform. activity change, % (tested at about 1.8 µM). U2OS KCNH2 3.1, thallium flux FluxOr; active compounds read low. AID 720553. actives 0.95% (n = 340,000);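 active = maximum activity change below -70%; inconclusive = maximum activity change from -70% to -50%; inactive = maximum activity change above -50%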;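 note: thallium influx rate constant from kinetic fluorescence after stimulation buffer; % is set by controls: 0 for no effect and ±100 for the full control effect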
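Normalized rate constant (relative to positive and negative DMSO controls) derived from a 2 min kinetic fluorescence read after stimulation; U2OS cells expressing the 3.1 isoform via virus at 1.77 x 10^8 /mL.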
Coupling enz – inhibits coupling enzyme system, counter-screen for aldolase hits; AID 2472; coupling enzyme system counterscreen, AmpLite Red fluorescence; activity change, negative = inhibition, % at 58.2 µM, hits read low; actives 0.67% (n = 290,000); in the data active = activity change below about -30%; note: % is set by controls: 0 for no effect and ±100 for the full control effect
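Counterscreen of the coupled detection system alone, without aldolase: glyceraldehyde-3-phosphate coupling enzymes plus AmpLite Red readout. Compounds at 57.5 uM final, 10 min RT preincubation, 20 min RT reaction, fluorescence 525/598 nm.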
USP2a block – USP2a (human) protease inhibition | USP2 core, Ub-CHOP2 coupled fluorogenic reporter, 485/531 | Potency, µM (series often up to 38.3 µM), without a hit: top-dose activity change, negative = inhibition, most hits filed as inhibitors | actives 0.01% (n = 330,000) | AID 463254;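 note: potency is the fitted concentration of half-maximal effect; plate controls were DMSO wells for no effect and full inhibition by NEM control for full effect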
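Cell-free coupled assay: 10nM USP2 core preincubated 30min RT with compound in Tris-HCl pH 8.0/CaCl2/CHAPS buffer, then 25nM Ub-CHOP2 and 25nM reporter substrate; fluorescence (Ex 485/Em 531) read after 60min RT, normalized to NEM inhibition, concentration-response curves fitted.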
Menin-MLL TR inh – inhibitors of human menin-MLL interaction, mutant MLL peptide; O00255; Menin + Texas Red MLL mutant peptide, fluorescence polarization; Potency, µM (highest dose often 61.6 µM), for inactives: at the highest dose FP activity change, negative = inhibition, usual class: inhibitors; actives 0.23% (n = 270,000); AID 1768; active = well fitted inhibition curve with a large enough effect in the polarisation, with a control signal flat, not every such curve was filed as active; inconclusive = small, poorly fitted or top-dose-only effect, or effect the other way, or a change in a side signal; inactive = no such curve, though single readings can be large or run the other way; the % refers to the polarisation; note: potency is the fitted concentration of half-maximal effect; % of control where 0% means no effect; many of its hits are not listed in these tables
Giardia killer – Giardia lamblia killing; AID 540267; activity change, % at 7.66 µM, hits read low; actives 0.15% (n = 340,000); Giardia lamblia trophozoite viability; in the data active = activity change below about -80%; inconclusive = between about -30% and that limit;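 note: parasites exposed to compound for two days anaerobically before the ATP read; % is set by controls: 0 for no effect and ±100 for the full control effect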
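Viability, read as ATP luminescence: trophozoites at 100 cells/well, compound added, 48 hrs anaerobic at 37 deg C, then 15-30 min room-temperature development before reading.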
MLL CXXC-DNA inh – inhibitors of human MLL CXXC domain-DNA interaction | actives 0.037% (n = 290,000) | Potency, µM (series often up to 115 µM), without a hit: at the top dose activity change, negative = inhibition, hits mostly inhibitors | MLL-CXXC / FITC-HOXA9 DNA fluorescence polarization; active = well fitted inhibition curve with a large enough effect in the polarisation, with a control signal flat, not every such curve was filed as active; inconclusive = small, poorly fitted or top-dose-only effect, or effect the other way, or a change in a side signal; inactive = no such curve, though single readings can be large or run the other way; the % refers to the polarisation; note: potency is the fitted concentration of half-maximal effect
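Steps: dispense CXXC domain solution (7 uM) → pin compounds or unlabeled HOX-A9 DNA control → 5 min ambient → add FLSN-HOX-A9 solution (50 nM) → spin → 30 min ambient → fluorescence polarization. Tris pH 7.5/NaCl/DTT/BSA buffer.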
TRPV1 ag – agonists of human vanilloid receptor 1 (TRPV1); actives 0.19% (n = 320,000); Q8NER1; TRPV1-expressing cells, Fluo-8 calcium influx, agonist mode; activation, % at 8.33 µM; in the data active = activation above about 80%; inconclusive = between about 30% and that limit; note: 0% is about no effect
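TRPV1-expressing cells were cultured overnight at 35.5C and loaded with Fluo-8 calcium dye for 40 to 90 min at room temperature. After a 10 s baseline, compound was added and calcium influx was read kinetically for 3 min (ex 480/em 520 nm).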
GALK inhibitor – blocks human galactokinase activity | P51570 | Purified GALK, Kinase-Glo residual ATP luminescence | Potency, µM (highest dose often 57.5 µM), without a hit: at the top dose activity change, negative = inhibition, actives largely listed as inhibitors | actives 0.007% (n = 270,000) | AID 1868; note: potency is the fitted concentration of half-maximal effect; % is set by controls: 0 for no effect and ±100 for the full control effect
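Luminescence from leftover ATP (Ultra-Glo luciferase/luciferin) served as read-out after a 1 h room-temperature reaction of 5 nM GALK with 35 uM ATP and 100 uM galactose.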
B2AR arrestin – recruits beta-arrestin to the human beta2-adrenergic receptor; P07550; beta-arrestin recruitment to beta2AR, cell-based reporter; Potency, µM (doses to about 46.1 µM), for the others: top-dose activation, hits mostly activators; actives 0.02% (n = 330,000); AID 492947;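 note: potency is the fitted concentration of half-maximal effect; 0% = DMSO controls and full agonism = EC100 isoproterenol or metaproterenol; nearly all actives have a fitted effect of over 65% in size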
Starred values were filed as active, the others as inactive; i = inactive; ? = inconclusive; / = no result given; [ ] = another dose, or the depositor's remark. Unless noted, calls come from the whole dose curve; as a rule, active = well fitted curve in the direction sought with a large enough effect; inconclusive = small, poorly fitted or top-dose-only effect, or another doubt; inactive = no such curve, though single readings can be large; an effect the other way counts as inactive or inconclusive. Some of the compounds tested; the hit share may differ from the screen's.

SMILES	PKM2 activator	hERG WT inh	KCNH2 3.1 inh	Coupling enz	USP2a block	Menin-MLL TR inh	Giardia killer	MLL CXXC-DNA inh	TRPV1 ag	GALK inhibitor	B2AR arrestin
Cc1cc2cc(CCNC(=O)C(=O)c3c[nH]c4ccccc34)c(=O)[nH]c2cc1C	-1%	i	-1	-3	2%	1%	-27	1%	1	-1%	0.5%
O=C(COc1ccc(S(=O)(=O)N2CCOCC2)cc1Cl)NCC1CCCO1 (stereo not given)	?	-7	5	0	3%	6%	-20	37%[activator]	-1	-2%	-0.4%
Cc1ccc(S(=O)(=O)N2CCC(C(N)=O)CC2)cc1[N+](=O)[O-]	-4%	17	-10	-3	-3%	16%	-9	-4%	0	5%	-1.0%
Cc1cnc(C(=O)Nc2nnc(SCc3c(Cl)cccc3Cl)s2)cn1	-2%	-29	-1	6	2%	-6%	-4	13%	7	-4%	0.0%
CCOC(=O)c1sc(NC(=O)CCc2ccc(OC)cc2)nc1C	/	-1	4	-3	2%	11%	-2	-4%	-2	4%	3.9%
OCCN1CCN(CC(O)COC(c2ccc(F)cc2)c2ccc(F)cc2)CC1 (stereo not given)	/	48	-10	2	-1%	-16%	30	1%	-2	/	0.4%
CNS(=O)(=O)c1cccc(C(=O)OCC(=O)NCCCc2ccccc2)c1	/	1	0	0	3%	0%	16	2%	-1	6%	-0.4%
CCOCc1nnc(NC(=O)c2cc(OC)cc(OC)c2)s1	-3%	-5	-4	1	-1%	3%	1	-5%	0	-1%	0.5%
CC1CCC(NC(=O)CCN2C(=O)C3C4C=CC(C4)C3C2=O)CC1 (stereo not given)	-8%	7	18	2	2%	5%	-8	1%	2	-1%	0.2%
CCOC(=O)C1CCCN(CC(=O)NC2CC2)C1 (stereo not given)	2%	-8	9	1	3%	-7%	-10	3%	-2	1%	-0.3%
Cn1c(/C=C/c2ccc(Br)cc2)c([N+](=O)[O-])c(=O)n(C)c1=O	/	-3	-12	-4	3%	-8%	-7	5%	12	-11%	-0.1%
O=C(CSc1ncccn1)NCc1cccc(Cl)c1	-2%	0	12	-18	-4%	7%	23	-4%	2	1%	-0.1%
Cc1nc2c(C#N)cnn2c2c1CCN2CC1CCCO1 (stereo not given)	-6%	-5	15	1	0%	-15%	-5	1%	2	4%	-0.3%
CCN1CCN(Cc2ccc(NC(=O)c3cc(NC(=O)c4ccc5n[nH]nc5c4)cc(OC)c3)cc2C(F)(F)F)CC1	4%	0	4	-2	3%	/	-6	8%	-3	-2%	0.1%
COc1ccc(C2c3[nH]c4ccccc4c3CCN2C(=O)c2ccccc2C(C)=O)c(F)c1 (stereo not given)	3%	-31	6	-3	-8%	4%	3	-4%	-3	3%	0.1%
Cc1ccc(O)c(CNc2nc3ccccc3[nH]2)c1	?	1	-14	1	0%	5%	7	5%	?	/	-0.4%
O=C(O)c1cc(-c2ccccc2)n(-c2ccc(F)cc2)n1	/	-4	-5	0	3%	?	16	-13%	-9	-1%	0.0%
Cc1onc(-c2ccccc2)c1C(=O)NCCN1CCOCC1	-2%	1	1	1	/	0%	-18	2%	-3	1%	/
O=C(c1ccco1)N1N=C(c2cccs2)CC1c1ccccc1O (stereo not given)	16%	-5	-10	-1	-1%	6%	-13	?	10	4%	-0.2%
CCOc1ccccc1CNc1nnnn1C	0%[11.5 µM]	-3	11	4	0%	-1%	-3	17%	2	-6%	-0.1%
CC(C)c1ccc(S(=O)(=O)Nc2ccc(-n3cnnn3)cc2)cc1	/	-3	9	/	1%	/	9	/	-5	/	0.0%
NS(=O)(=O)c1ccc(CCNC(=O)Nc2ccc(Cl)cc2)cc1	-13%	-7	-2	-3	1%	9%	4	-13%	-1	2%	0.0%
CC(=O)Nc1ccc(OC(F)(F)C(F)F)c(NC(C)=O)c1	2%	-1	10	2	-1%	3%	-6	0%	-7	0%	-1.2%
CN(C)c1ccc(NC(=O)c2ccc(Cn3cc([N+](=O)[O-])cn3)cc2)cc1	-2%	7	7	-6	6%	0%	0	9%	?	-1%	0.2%
CCCCN(CCCC)S(=O)(=O)c1ccc(NC(=O)c2ccc([N+](=O)[O-])cc2Cl)cc1	2%	-5	-8	-2	4%	8%	-1	11%	4	0%	-0.3%
COc1cccc(CN2CCN(c3ncccn3)CC2)c1OC	0%	0	-21	-2	0%	0%	-3	0%	1	-2%	0.0%
COc1ccc(CCNC(=O)C2CC(c3c(Cl)cccc3Cl)=NO2)cc1 (stereo not given)	0%	-3	-12	-2	3%	-2%	-6	-1%	4	0%	-4.4%
CCC(c1nnc(SCC(=O)NCCc2ccc(OC)c(OC)c2)n1Cc1ccccc1)N(C)C (stereo not given)	0%	6	19	0	0%	1%	-2	2%	0	0%	-0.1%
CCN1C(=O)[C@H]2[C@@H](c3ccc(C)cc3)N3C(=O)N(c4cccc(Cl)c4)C(=O)[C@@]3(C)[C@H]2C1=O	/	-7	3	/	1%	/	-7	/	2	/	-0.3%
COCC(C)NC(=S)N1CCN(c2ccccc2Cl)CC1 (stereo not given)	-6%	-8	8	-1	4%	-1%	-5	3%	?	-3%	-0.4%
COc1ccc(C2CC(c3cccs3)=NN2C(=O)CSc2nnnn2C)cc1OC (stereo not given)	3%	-4	3	0	0%	10%	-8	5%	0	8%	0.1%
O=c1[nH]nnc2sc3c(c12)CCCC3	1%	-1	1	7	7%	16%	10	3%	-4	-3%	0.6%
CCOC(=O)CN1C(=O)C(O)(CC(=O)c2ccccn2)c2ccccc21 (stereo not given)	-1%	21	3	1	-1%	-13%[11.7 µM]	0	0%	/	1%	-0.4%
COc1cc(Nc2ccc(C)cc2)c([N+](=O)[O-])nc1[N+](=O)[O-]	-5%	1	2	-1	1%	11%	?	2%	-2	-2%	-0.2%
CC(Oc1cc2oc(=O)c3c(c2cc1Cl)CCC3)C(=O)NCCCn1ccnc1 (stereo not given)	/	-14	-6	/	-1%	/	23	-1%	1	-1%	-0.4%
CC1(C)CC(=O)C(N=Nc2ccc(C(F)(F)F)cc2[N+](=O)[O-])=C(O)C1	-10%	-4	3	-16	-2%	/	-5	-1%	22	2%	0.5%
O=C(O)[C@@H]1CC(O)CN1C(=O)CCc1c[nH]c2ccccc12 (stereo not given in full)	/	-6	-8	2	3%	16%	20	19%	3	0%	-0.1%
Cc1cnn(-c2nc(-c3cccs3)cc(C(F)(F)F)n2)c1	-2%	0	3	6	3%	11%	24	-2%	?	-2%	0.1%
O=C(CCS(=O)(=O)c1ccccc1)Nc1nc(-c2ccc(F)cc2)cs1	10%	-7	-1	0	7%	/	25	14%	24	-1%	0.3%
COC(=O)c1cc(N2CCN(C)CC2)nc2ccccc12	-2%	0	-5	-8	?	-4%	14	?	-2	2%	-0.1%
O=C(COC(=O)c1ccco1)NC1CCCCC1	3%	-12	5	1	1%	14%	5	0%	0	-1%	-1.4%
COc1cc(CNC2CCCC2)c(Br)cc1OC1CCCC1	0%	7	-8	1	2%	?	18	4%	4	-1%	?
Cc1cc(C)n2nc(C(=O)OCCOc3ccc(Br)cc3)nc2n1	0%	-1	-19	10	3%	0%	26	15%	10	3%	0.2%
CCCn1nnnc1SCC(=O)N1CCOCC1	2%	-7	-9	-2	2%	-6%	-21	7%	2	-2%	0.6%
COc1ccccc1N(CC(=O)NCCSCc1ccccc1)S(C)(=O)=O	/	-7	-3	2	7%	?	-15	-2%	-1	2%	-1.0%
COc1ccc(/C=N/NC(=O)c2ccc(Cl)cc2)cc1Cn1cc(Cl)cn1	-1%	9	-32	-3	2%	-7%	-9	8%	-4	-3%	-0.7%
CCn1cc(C(=O)O)c(=O)c2cnc(N3CCN(C(=S)NC(=O)c4ccc(Cl)cc4)CC3)nc21	0%	-27	-14	0	-1%	/	10	-15%	2	/	-0.3%
CCCn1cc(S(=O)(=O)c2ccccc2)c(=O)c2cc(CC)ccc21	/	3	0	1	0%	-5%	11	2%	?	-2%	-0.8%
COc1ccc(-c2noc(CCC(=O)NCc3ccco3)n2)cc1	-1%	-14	2	1	3%	/	4	-6%	-1	8%	0.4%
COc1ccc(/C=C/C(=O)Nc2ccc(C(N)=O)cc2)cc1OC	-1%	-7	-5	0	0%	/	46[activator]	-4%	6	/	-0.9%
